Source: PubChem
NPY Y1 blocker – NPY-Y1 receptor antagonists, primary screen, cell-based; Neuropeptide Y receptor type 1 (Homo sapiens), P25929; HEK293-CNG Y1 cells, membrane potential fluorescence; NPY at EC95, then isoproterenol; inhibition, % at 3.6 µM; 200,000 compounds, 1% hits; AID 1040, 2008;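 active = inhibition above the campaign mean inhibition of all tested compounds plus 3 SD, cut at about 20% in these data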;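 also: 0% = DMSO wells given NPY plus isoproterenol and 100% = isoproterenol alone without NPY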
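Material: HEK293 Y1/CNG channel cell line | Also added: NPY (25 nM), isoproterenol (1 µM), Ro 20-1724 (25 µM) | Compound: One concentration, 3.6 µM, in 0.4% DMSO | Schedule: 3 h dye uptake, 1 h room-temperature compound, 45 min post-isoproterenol | Signal: Membrane-potential fluorescent dye readout | Read-out: % inhibition of NPY effect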
p47phox inh – p47phox/p22phox peptide binding inhibitors, primary screen, biochemical, uHTS, NADPH oxidase regulatory subunit; 220,000 compounds, 0.53% hits; inhibition, % at 24.7 µM; fluorescence polarization, 2 h; Neutrophil cytosol factor 1 (Homo sapiens), P14598;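 active = inhibition above about 30%, limit read from the data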;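 also: 0% = p47phox with labelled peptide and 100% = labelled peptide alone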
Target sequence (P14598 whole entry, looked up): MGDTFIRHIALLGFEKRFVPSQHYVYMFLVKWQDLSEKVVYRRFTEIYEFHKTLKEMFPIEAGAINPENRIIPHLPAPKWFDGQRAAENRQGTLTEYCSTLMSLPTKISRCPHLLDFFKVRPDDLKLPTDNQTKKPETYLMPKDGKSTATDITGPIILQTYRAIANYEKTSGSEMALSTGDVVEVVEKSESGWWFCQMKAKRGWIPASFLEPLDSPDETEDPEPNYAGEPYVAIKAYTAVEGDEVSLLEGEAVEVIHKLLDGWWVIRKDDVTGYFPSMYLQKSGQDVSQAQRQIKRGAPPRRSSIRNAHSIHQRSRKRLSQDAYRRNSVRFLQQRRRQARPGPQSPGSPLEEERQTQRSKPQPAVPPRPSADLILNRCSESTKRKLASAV
NPY-Y1 PAM-ag – NPY-Y1 receptor potentiators or agonists, primary screen, cell-based. Neuropeptide Y receptor type 1 (Homo sapiens), P25929. NPY-Y1 expressing cells, potentiator/agonist activation. activation, % at 3.6 µM. 220,000 compounds, 0.37% hits. AID 1304, 2008; in the data active = activation above about 33%, passing the limit was not always enough;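 also: cells stimulated with NPY at EC10 then isoproterenol at EC100; 0% = low agonist plus stimulus and 100% = saturating agonist plus stimulus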
BaF3 parental – parental Ba/F3 cell viability inhibition, counter-screen for JAK2V617F inhibitor project, murine pro-B, CellTiter-Glo luminescence | CellTiter-Glo ATP luminescence | inhibition, % at 5.6 µM | 220,000 compounds, 1.1% hits;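 active = inhibition above a per-campaign cutoff, the mean inhibition of all tested compounds plus 3 SD, cut at about 27% in these data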;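 also: 0% = DMSO wells and 100% = JAK Inhibitor I control wells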
S1P4 antagonist – S1P4 receptor antagonists, primary screen, cell-based. inhibition, % at 4.98 µM. 220,000 compounds, 0.26% hits. Sphingosine 1-phosphate receptor 4 (Homo sapiens), O95977. S1P4-expressing cells, antagonist mode, reporter read-out; in the data active = inhibition above about 29%;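 also: 0% = wells stimulated with agonist and 100% = vehicle wells without agonist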
Target sequence (O95977 whole entry, looked up): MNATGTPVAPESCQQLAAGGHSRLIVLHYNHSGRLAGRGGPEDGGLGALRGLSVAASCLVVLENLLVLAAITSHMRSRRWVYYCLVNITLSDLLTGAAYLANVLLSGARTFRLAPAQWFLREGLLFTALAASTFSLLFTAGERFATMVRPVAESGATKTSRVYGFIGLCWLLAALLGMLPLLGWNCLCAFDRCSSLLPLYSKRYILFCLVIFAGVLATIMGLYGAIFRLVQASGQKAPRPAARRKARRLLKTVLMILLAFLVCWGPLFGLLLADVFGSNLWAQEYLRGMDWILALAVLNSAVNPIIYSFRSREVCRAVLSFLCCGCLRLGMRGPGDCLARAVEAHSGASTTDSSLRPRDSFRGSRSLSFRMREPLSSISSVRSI
Ba/F3 V617F tox – reduced viability of JAK2V617F-dependent Ba/F3 cells, primary screen, JAK2V617F inhibitor project, cell-based, Ba/F3 EpoR-JAK2V617F, luminescence | ATP luminescence | inhibition, % at 5.6 µM | 220,000 compounds, 1.1% hits;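 active = inhibition above the campaign mean plus 3 SD over all tested compounds, cut at about 24% in these data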;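 also: cytokine-independent growth of Ba/F3 cells driven by EpoR plus mutant JAK2; 0% = DMSO-treated cells and 100% = JAK inhibitor I control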
NPY2 pot ag – NPY-Y2 potentiators or agonists, primary screen, cell-based; cells expressing NPY-Y2, potentiator/agonist read-out; Neuropeptide Y receptor type 2 (Homo sapiens), P49146; 220,000 compounds, 0.45% hits; AID 1359, 2008; activation, % at 3.6 µM; in the data active = activation above about 27%;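 also: cells stimulated with NPY near EC25 plus isoproterenol at EC100; 0% = vehicle plus submaximal agonist and 100% = vehicle plus saturating agonist; some results beyond the cut were filed as inactive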
S1P4 agonist – S1P4 receptor agonists, primary screen, cell-based; S1P4-expressing cell line, agonist reporter assay; Sphingosine 1-phosphate receptor 4 (Homo sapiens), O95977; activation, % at 4.98 µM; 220,000 compounds, 0.35% hits; in the data active = activation above about 11%;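 also: 0% = DMSO vehicle and 100% = reference agonist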
CHOP inhibitor – inhibitors of CHOP promoter induction, primary screen, cell-based, unfolded protein response, luciferase reporter. AID 2732, 2010. CHO-K1 CHOP-promoter luciferase, tunicamycin-induced, 15-18 h. inhibition, % at 10 µM. 220,000 compounds, 3.8% hits;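 active = compounds that reduced the stress-induced luciferase reporter signal by more than about 70% of percent inhibition, limit read from the data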;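 also: 0% = tunicamycin plus vehicle and 100% = wells without tunicamycin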
Starred values were filed as active, the others as inactive; . = not tested or not shown.

SMILES	NPY Y1 blocker	p47phox inh	NPY-Y1 PAM-ag	BaF3 parental	S1P4 antagonist	Ba/F3 V617F tox	NPY2 pot ag	S1P4 agonist	CHOP inhibitor
CCN(CC)CCC#CC(O)(c1ccccc1)c1ccccc1	7	-3	-3	5	-6	-2	-12	-0.5	44
CCOc1ccc(-n2ccnc2SCC(=O)N2CCCc3ccccc32)cc1	-1	-5	-10	7	-16	-1	-1	0.8	13
FC(F)(F)c1cccc(-c2ccc(/C=N/Nc3nncc(-c4ccccc4)n3)o2)c1	-2	16	13	9	5	1	12	1.6	65
Cc1cc(C)c(S(=O)(=O)NC(CC(=O)O)c2cccc([N+](=O)[O-])c2)c(C)c1 (stereo not given)	0	0	5	4	-5	-4	15	-1.6	15
O=C(NNc1cccc(Cl)n1)c1ccc(Cl)nc1	2	-17	8	7	-8	2	-3	1.1	-8
O=C1COc2ccc(C(=O)COC(=O)c3cccnc3Cl)cc2N1	8	-3	4	1	0	-4	20	0.0	-9
COc1ccc(Cl)cc1-n1c(C)cc(C(=O)O)c1C	6	-23	2	7	3	0	-7	0.7	60
Cn1c(NCCCN2CCOCC2)nc2c1c(=O)n(Cc1ccc(Cl)cc1Cl)c(=O)n2C	-5	-14	15	0	-1	-3	13	1.4	29
CCOc1ccc(OCC(=O)N2CCOCC2)cc1	1	-3	8	3	-11	1	-2	1.1	27
CSCCC(NS(=O)(=O)c1cccs1)C(=O)NCc1ccccc1 (stereo not given)	2	-12	-8	5	11	-1	-4	3.9	-2
CN1CCN(c2c(F)cc3c(=O)c(C(=O)O)cn4c3c2OCN4C)CC1	.	4	3	2	5	2	-2	-0.1	5
C=CCSc1nc2sc3c(c2c(=O)n1CC=C)CCc1ccccc1-3	1	-13	3	6	-30	-2	-8	2.5	17
COc1ccc(N2CCN(c3nc4ccc(C)cn4c(=O)c3C=O)CC2)cc1	7	-7	-7	14	-1	2	-1	1.3	3
CCOC(=O)C(=CNc1cc(C)nn1-c1ccccc1)C(=O)OCC	5	-16	17	5	-2	16	-1	-0.4	27
O=C(NC1CCCCC1)N1CCN(C(=O)c2ccco2)CC1	1	-20	-3	3	-6	3	-6	1.1	34
Cc1ccccc1NC(=O)c1ccccc1NC(=O)c1ccco1	4	-4	-24	2	0	-1	-40	-0.8	-8
O=C(Cn1cc(C(F)(F)F)ccc1=O)Nc1cccc(S(=O)(=O)N2CCOCC2)c1	2	-15	9	4	-11	-3	-11	1.0	-9
COCCNCCCCSc1ccc(Cl)cc1	10	-2	-3	-1	5	-2	-4	0.5	70
N#C/C(=C\c1c(N(Cc2ccccc2)Cc2ccccc2)nc2ccccn2c1=O)C(N)=O	2	-14	-14	6	-6	0	7	0.1	47
CCOc1ccc(/C=N/NC(=O)C(C)N(c2ccc(OC)cc2)S(C)(=O)=O)cc1 (stereo not given)	2	-5	12	4	-5	-3	13	0.2	-26
Cc1ccc(C(c2nnnn2C2CCCC2)N2c3ccccc3CC2C)cc1 (stereo not given)	17	-68	-10	4	-27	-6	3	-1.3	-29
C=CCn1c(SCC(=O)c2c(N)n(CCC)c(=O)n(C)c2=O)nnc1-c1ccncc1	-2	2	-14	1	-8	-3	12	1.1	4
CN(Cc1ccccc1)C(=O)C1CCN(S(=O)(=O)c2cc([N+](=O)[O-])ccc2Cl)CC1	7	5	-11	5	-14	4	-11	0.4	-4
CCOC(=O)N1CCN(S(=O)(=O)c2ccc(C(=O)NNc3nc4cc(C)cc(C)c4s3)cc2)CC1	3	-5	0	5	5	2	22	-0.8	45
CCCc1nc(N2CCN(S(=O)(=O)c3ccc(Cl)cc3)CC2)c2c(C)c(C)sc2n1	4	-3	-8	4	-11	6	-2	-1.9	-13
CCOC(=O)c1c(NC(=O)CN(C)C2CCN(C)CC2)sc(C(=O)Nc2ccccc2)c1C	14	0	-50	5	-9	8	-33	0.5	23
COCCn1c(-c2cccs2)nc2nc3ccccc3nc21	.	-8	19	-7	-2	-1	-5	1.6	-7
Cc1oc(-c2cccc(Cl)c2)nc1CN1CCC(C(=O)NCc2cccnc2)CC1	9	-21	-32	9	-5	5	-6	-1.9	33
Cc1nc(NCCCN2CCOCC2)c2oc3ccccc3c2n1	8	-13	-3	1	-11	-2	7	-1.4	-8
CCOC(=O)c1c(-c2ccccc2)n(C)c2ccc(O)cc12	-5	-3	8	10	4	4	-3	0.1	27
CCOc1ccc(NC(=O)CN(C2CCCCC2)S(C)(=O)=O)cc1	-2	4	-3	4	10	-1	0	0.6	-7
O=c1oc2cc(O)c(Cl)cc2c2ccccc12	4	-7	-24	5	-4	0	2	1.7	-12
Cc1ccc(S(=O)(=O)C2(C(=O)Nc3ccc(C(C)C)cc3)CC2)cc1	3	3	-8	-2	-2	-3	11	-2.1	48
CCOc1cc(NC(=O)c2ccccn2)c(OCC)cc1NC(=O)c1ccc(C)cc1	0	-2	-4	1	-28	-5	0	-0.4	1
Cc1nnsc1-c1c(C(=O)O)c(C)nn1-c1ccc(OC(F)(F)F)cc1	.	3	11	2	-14	-1	24	0.3	-11
Cc1ccnc(NC(=O)/C=C/c2ccccc2Cl)c1	5	1	-4	-3	7	-3	7	0.6	40
O=C1Nc2ccc(NS(=O)(=O)c3cccs3)c3cccc1c23	4	-5	0	8	-17	4	-5	2.4	-50
COC(=O)c1nn(-c2ccccc2)c(Cl)c1/C=N/OCc1ccc(C)cc1	8	3	7	-1	7	-5	12	0.7	-10
COc1ccc(CCNc2cc(N3CCN(C(=O)c4ccccc4F)CC3)ccc2[N+](=O)[O-])cc1OC	-4	2	6	2	0	-4	-13	-6.1	-14
CCCNC(=S)N1CCN(C)CC1	-5	-1	-15	2	-14	-4	1	1.2	27
Cc1cccc(OCC(O)CN2C(C)(C)CC(O)CC2(C)C)c1C (stereo not given)	5	-6	-26	3	4	-1	-8	-1.0	8
C1CCC(C23CC4CC(CC(C4)C2)C3)NC1 (stereo not given)	3	-3	-8	3	-11	4	-4	-0.4	32
CCOc1ccccc1NC(=O)C1CCC(CNc2c(N3CCOCC3)c(=O)c2=O)CC1 (stereo not given)	1	7	-22	5	-15	3	3	-1.5	28
COc1ccc(CCN2CC(C(=O)NCCc3ccccc3)CC2=O)cc1OC (stereo not given)	2	6	-19	2	0	1	4	2.1	2
COc1ccc(C(C(C(=O)c2ccco2)N2CCOCC2)N2CCOCC2)cc1 (stereo not given)	-3	-3	-3	3	9	0	6	2.0	-50
CCOC(=O)c1oc2cc(OCC(=O)OC)ccc2c(=O)c1-c1ccc(OC)c(OC)c1	.	-6	12	-3	4	-3	-12	1.8	2
CN1CCN(c2ccc(S(=O)(=O)N3CCCCC3)cn2)CC1	-1	-19	-12	2	6	-3	-3	0.5	61
CCOc1ccc(CC(=O)N2CCN=C2SCc2ccc([N+](=O)[O-])cc2)cc1	-1	-15	24	5	2	0	1	0.5	48
COc1ccc2cc(CCNC(=O)CC(C)(C)C)c(=O)[nH]c2c1	3	-6	3	2	-14	2	-8	-0.1	4
CCCC(=O)c1ccc(N2CCN(C(=O)c3ccc(Br)cc3)CC2)c(F)c1	-6	-1	14	1	-5	-3	4	-1.5	73*
C#Cc1ccc(C(=O)Nc2ccc(N3CCC(C)CC3)c(C(N)=O)c2)cc1	0	-14	5	7	-6	1	13	-0.2	20
C=CCOCCN(C)C1=NS(=O)(=O)c2cc([N+](=O)[O-])ccc21	2	1	-13	8	2	4	-8	0.0	-8
CCCC(=O)Nc1c(-c2ccccc2)c(=O)c(C)nn1-c1ccc(Cl)cc1	-4	0	-9	-1	-7	-4	0	6.4	4
CCOC(=O)C1=C(C)NC(=O)C(C(N)=O)C12CCCC2 (stereo not given)	3	-7	17	-1	4	-3	23	-1.6	-11
CCOC(=O)c1cc2oc(C(c3nnnn3C3CCCCC3)N3CCOCC3)cc2[nH]1 (stereo not given)	3	-10	4	4	-20	0	20	-2.1	-8
O=C(NCCCN1CCN(Cc2ccccc2)CC1)C1CCN(S(=O)(=O)N2CCC3(CC2)OCCO3)CC1	-3	-15	7	5	-2	1	-11	-0.9	14
CCOC(=O)C1(S(=O)(=O)c2ccc(Cl)cc2)CCN(Cc2ccccc2)CC1	20	-7	17	6	-18	-1	3	1.8	18
CC(Oc1ccccc1)C(=O)NC1CCN(Cc2ccccc2)CC1 (stereo not given)	-1	5	-8	6	-3	-3	6	-0.7	6
CSCCC(NC(N)=O)C(=O)NCc1cccc(Cl)c1 (stereo not given)	1	-5	-9	3	-5	-3	-9	-2.7	-8
Clc1ccc2nc(-c3ccccn3)c(Nc3ccc4c(c3)OCO4)n2c1	10	-3	13	5	-1	0	-4	0.3	-23
(next part)
SMILES	NPY Y1 blocker	p47phox inh	NPY-Y1 PAM-ag	BaF3 parental	S1P4 antagonist	Ba/F3 V617F tox	NPY2 pot ag	S1P4 agonist	CHOP inhibitor
Cn1c(=O)[nH]c(=O)c2c1nc(CN1CCN(c3cccc(Cl)c3)CC1)n2CCc1ccccc1	9	-22	-40	5	-8	6	-19	-1.0	82*
COC(=O)c1ccc(/C=N/NC(=O)CC(=O)NCc2cccnc2)cc1	0	-1	-2	5	-7	2	-13	0.8	0
COc1cc(C(F)(F)F)c(C(=O)NCc2cccc(Cl)c2)cn1	.	1	13	5	-4	-1	3	3.3	10
C/C(CCc1ccc2c(c1)OCO2)=N\N=C1\NC(=O)CC(C(=O)Nc2ccccc2F)S1 (stereo not given)	18	-3	-33	12	2	4	-20	-1.7	-10
COc1ccc2nc(/C=N/NC(=O)[C@H](C)NC(=O)OC(C)(C)C)ccc2c1	-1	-3	1	8	-7	4	-6	-0.1	12
N#CCCN1CCN(CCC#N)CC1	4	-7	-10	-1	2	-4	14	-0.8	-10
O=c1c(Cl)c(NCc2ccc(F)cc2Cl)cnn1C12CC3CC(CC(C3)C1)C2	-2	16	7	6	-3	5	1	-1.4	79*
Cn1c(O)c(C=Nc2ccc(Br)cc2)sc1=O	1	-4	7	3	-1	-2	6	0.1	-13
N#Cc1ccc(CSc2nnc(NC(=O)c3ccc4ncsc4c3)s2)cc1	4	-8	9	5	-12	-1	10	0.3	24
N#C/C(=N\Nc1ccccc1Cl)C(=O)c1ccccc1	-6	-4	0	2	-8	2	4	-1.3	-4
CCOc1cc(C(=O)OCC(=O)Nc2ccc(Cl)cn2)ccc1OCC(=O)N1CCOCC1	4	-6	-6	-1	-21	-3	-3	-3.1	-11
Cc1ccc(-c2nnn(CC(=O)N(CC(=O)NC(C)C)c3cnc4ccccc4c3)n2)o1	3	4	10	3	9	1	5	0.6	24
CC(=O)Nc1nnc(Cc2ccccc2)s1	2	-13	-30	6	10	1	-9	-2.2	40
